E coli Lon inh: inhibits E. coli Lon protease; P0A9M0; purified E. coli Lon protease, fluorescence polarization; inhibition, % at 7.94 µM; hit rate 0.42% among 360,000; in the data active = inhibition above about 13%, passing the limit was not always enough;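 also: 0% = enzyme with probe and DMSO and 100% = no enzyme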
TbMetRS inhib: blocks T. brucei methionyl-tRNA synthetase activity. purified T. brucei MetRS, ATP depletion, Kinase-Glo luminescence. inhibition, % at 11.9 µM. hit rate 0.4% among 360,000. AID 624268;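 active = inhibition above a per-plate cutoff of the control wells' mean inhibition plus 3 SD, cut at about 5.5% in these data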;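 also: 0% = DMSO wells median and 100% = median of wells with control inhibitor compound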
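Dosing: 11.9 µM single point; system: parasite MetRS enzyme; technique: luminescence of leftover ATP; times: 15 min enzyme-compound preincubation, 2 h reaction, 10 min detection, 25 °C; replicates: each compound tested once; read-out basis: percent inhibition relative to median high and low control wells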
MsrA act: bovine methionine sulfoxide reductase A activation. purified bovine MsrA, absorbance read-out. activation, % at 10.6 µM. hit rate 0.3% among 360,000. AID 602163; in the data active = activation above about 7.5%;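 also: 0% = vehicle and 100% = reference activator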
MsrA inhibitor: inhibits bovine methionine sulfoxide reductase A. purified bovine MsrA, absorbance read-out. inhibition, % at 15.5 µM. hit rate 0.75% among 360,000; in the data active = inhibition above about 4.5%;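 also: 0% = vehicle wells with enzyme and 100% = reference inhibitor wells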
LMPTP block: blocks human LMPTP phosphatase | P24666 | recombinant LMPTP-A, OMFP fluorogenic substrate, fluorescence intensity | inhibition, % at 20 µM | hit rate 0.22% among 360,000;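 active = compounds that cut the enzyme signal by at least half of the control window in the single-dose screen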;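 also: plate controls were DMSO wells with enzyme plus substrate for no effect and substrate without enzyme for full effect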
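test system = LMPTP-A | amount = 0.625 nM LMPTP-A final | reagent = fluorogenic phosphatase substrate OMFP at 400 µM final | incubation = 50 min at room temperature | benchmarks = no-enzyme low control, uninhibited high control | medium = Bis-Tris pH 6.0, DTT, detergent | signal = fluorescence intensity of OMFP turnover product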
NRP1-CendR mod: NRP-1/CendR interaction modulation; FAM-RPARPAR peptide binding to NRP-1, fluorescence polarization; O14786; inhibition, % at 25 µM; hit rate 0.85% among 360,000;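 active = inhibition or corrected inhibition above about 18%, plus a signal ratio from 0.5 to 1.5, limit read from the data, passing the limit was not always enough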; also: strong numbers were not always called active
SUMO1-SIM PPI: SUMO1-SIM interaction modulation; AID 602429; hit rate 0.33% among 360,000; inhibition, % at 20 µM; P63165; SUMO1 binding to a labelled peptide, TR-FRET, 1 h; in the data active = inhibition above about 37%
STEP block: blocks human striatal-enriched tyrosine phosphatase. hit rate 0.25% among 360,000. recombinant STEP, OMFP fluorogenic substrate, fluorescence. P54829. inhibition, % at 20 µM;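 active = inhibition at 20 µM, scaled per plate between control wells, above about 37%, limit read from the data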;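 also: 0% = DMSO with enzyme and substrate and 100% = substrate only without enzyme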
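Assay system: isolated STEP enzyme. Buffer or medium: pH 6.0 Bis-Tris with DTT and Tween 20. Also added: fluorogenic phosphatase substrate OMFP at 25 µM final. Dosing: 20 µM, 1% DMSO. Timing: 20 min reaction, room temperature, in the dark. Measured by: fluorescence intensity, excitation 480 nm, emission 540 nm. Evaluation: normalized % inhibition.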
Scp1 inh: Scp-1 (human) phosphatase inhibition | Q9GZU7 | Recombinant Scp1, phosphopeptide, malachite green phosphate absorbance | inhibition, % at 20 µM | hit rate 0.88% among 340,000 | AID 493091;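 active = inhibition above about 50% at 20 µM, limit read from the data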;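 also: plate controls were DMSO wells with enzyme for no effect and wells lacking enzyme for full effect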
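Assay system: SCP-1 catalytic fragment, aa 76-261 | Buffer or medium: Tris acetate buffer pH 5.5 with MgCl2 and Tween-20 | Compound: One concentration, 20 µM, with 1.0% DMSO | Also added: Phospho 17-mer peptide substrate | Signal: Absorbance at 630 nm | Incubation: 45 min enzyme reaction at room temperature | Measure: % inhibition of SCP-1 phosphate liberation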
DNMT1 inh: DNMT1 (human) enzyme inhibition; DNMT1 molecular beacon, Hinp1I cleavage, fluorescence; inhibition (reported as % activation of signal), % at 10 µM; hit rate 0.83% among 360,000; AID 588458; in the data active = inhibition above about 50%
Target sequence (P26358 504-1616 limits assumed): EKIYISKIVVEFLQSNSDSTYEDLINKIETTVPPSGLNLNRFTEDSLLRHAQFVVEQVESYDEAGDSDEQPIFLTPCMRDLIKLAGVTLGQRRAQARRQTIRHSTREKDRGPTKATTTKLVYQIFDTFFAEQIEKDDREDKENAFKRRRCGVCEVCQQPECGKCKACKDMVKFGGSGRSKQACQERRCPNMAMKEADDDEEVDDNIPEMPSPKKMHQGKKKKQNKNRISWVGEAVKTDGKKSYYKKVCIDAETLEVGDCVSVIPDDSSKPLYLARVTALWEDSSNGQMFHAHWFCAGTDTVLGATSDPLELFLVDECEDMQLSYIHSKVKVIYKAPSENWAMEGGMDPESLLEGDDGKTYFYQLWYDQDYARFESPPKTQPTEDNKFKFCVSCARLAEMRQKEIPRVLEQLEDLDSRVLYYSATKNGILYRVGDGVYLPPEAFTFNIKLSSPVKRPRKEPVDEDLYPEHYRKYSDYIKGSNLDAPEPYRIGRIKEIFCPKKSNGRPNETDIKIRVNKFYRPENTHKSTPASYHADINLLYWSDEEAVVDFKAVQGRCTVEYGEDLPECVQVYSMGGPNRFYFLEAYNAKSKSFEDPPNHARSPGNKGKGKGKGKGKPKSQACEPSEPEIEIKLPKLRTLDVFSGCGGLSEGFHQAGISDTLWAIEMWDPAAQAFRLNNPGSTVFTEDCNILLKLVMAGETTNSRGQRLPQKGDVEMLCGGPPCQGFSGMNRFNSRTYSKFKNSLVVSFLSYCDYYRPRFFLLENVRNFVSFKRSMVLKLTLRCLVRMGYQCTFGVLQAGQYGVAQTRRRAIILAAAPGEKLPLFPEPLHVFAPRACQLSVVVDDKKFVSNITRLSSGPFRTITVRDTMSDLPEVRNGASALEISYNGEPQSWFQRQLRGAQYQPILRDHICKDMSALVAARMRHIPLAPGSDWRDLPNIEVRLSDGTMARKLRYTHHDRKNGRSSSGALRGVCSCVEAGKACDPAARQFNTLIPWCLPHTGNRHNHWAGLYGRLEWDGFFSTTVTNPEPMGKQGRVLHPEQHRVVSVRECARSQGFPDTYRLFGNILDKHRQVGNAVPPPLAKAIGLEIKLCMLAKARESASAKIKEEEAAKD
* hit, by the source's call; nt = no result given.

SMILES	E coli Lon inh	TbMetRS inhib	MsrA act	MsrA inhibitor	LMPTP block	NRP1-CendR mod	SUMO1-SIM PPI	STEP block	Scp1 inh	DNMT1 inh
COc1cc(OC)cc(C(=O)N2CCCC(Nc3ccc(F)cc3)C2)c1 (stereo unspecified)	3	-0.2	-1	0.1	0.3	22*	2	1	-6	2
C/C(CC(=O)Nc1ccc2c(c1)OCCO2)=N\NC(=O)Cc1ccc(Cl)cc1	6	-0.3	0	2.3	1.2	0	1	-4	-5	-5
Cc1onc(-c2ccccc2)c1C(=O)OCC(=O)c1ccccc1	1	-1.0	2	0.5	1.2	-1	3	2	-14	-4
CC(Oc1ccc(F)cc1)C(=O)Nc1cccc(-c2nn[nH]n2)c1 (stereo unspecified)	-5	-0.4	-3	-0.4	-1.6	-16	4	24	1	-8
O=C(NCc1ccc2c(c1)OCO2)C(=O)Nc1cc2c3c(c1)CC(=O)N3CCC2	10	-0.5	-4	0.4	3.1	-10	6	2	-6	-3
N#Cc1ccc(OCC(=O)N2CCCC2=O)cc1	-6	-0.6	-3	1.9	-0.7	7	1	2	-8	5
C=CCNC(=O)C(=O)NCCOc1ccccc1Cl	10	-0.9	1	-1.4	-1.1	6	2	-2	-6	0
CC(NC(=O)NCCCC(=O)O)(C(F)(F)F)C(F)(F)F	3	-1.0	-4	-0.7	-2.3	-4	-3	6	-2	3
O=C(Nc1nnc(S(=O)(=O)Nc2ccccc2)s1)C1CCCCC1	7	0.5	-2	0.9	-0.2	-12	9	-3	-13	-1
CCCn1c(SCC(=O)NC(C)(C)C)nnc1-c1ccco1	2	-0.3	-2	-0.2	-0.8	7	-1	1	-7	8
CCCCN1C(=O)CC(Sc2ccccc2C(=O)O)C1=O (stereo unspecified)	6	-1.4	-8	0.4	-1.4	0	-1	-2	2	2
CC(=O)Nc1cccc(NC(=O)CCc2ccccc2)c1	2	-0.1	-13	2.6	-1.8	14	-1	5	18	-1
CC(=O)c1c(C)oc2c1cc(NS(=O)(=O)c1ccc(C(=O)O)cc1)c1ccccc12	3	-1.4	-7	2.1	-0.5	-3	14	2	5	-2
Cc1oc(C(C)(C)C)cc1C(=O)NCc1ccc2c(c1)OCO2	-1	-0.3	-1	0.1	2.3	-14	-4	3	-17	4
Cc1ccc(NC2=C(N3CCCCC3)C(=O)c3ccccc3C2=O)cc1	-3	-0.2	-5	0.8	1.0	4	-12	0	-4	-2
COc1cccc(C2C(C#N)=C(N)Oc3c2oc(CO)cc3=O)c1OC (stereo unspecified)	3	-0.4	-4	0.5	-0.7	-5	-1	-1	-4	-2
CCOc1cc(C(C(=O)NCC2CCCO2)N(C(=O)Cn2nnc3ccccc32)c2ccc(C(C)=O)cc2)ccc1O (stereo unspecified)	-2	-0.1	-1	0.0	-0.3	0	4	0	-7	1
OC(c1ccccc1)c1nccc2ccccc12 (stereo unspecified)	-5	-0.7	-4	-0.9	-1.7	8	-5	1	-4	-1
COc1cc(OC)cc(C(=O)NCC(=O)N2CCC(C)CC2)c1	0	0.5	-2	0.5	-2.9	4	-1	0	0	3
N#CCCn1c(C(C#N)(CCC#N)CCC#N)nc2ccccc21	-5	-0.2	-2	-1.0	0.1	17	-1	3	-1	4
O=C(NCCc1ccccc1)C1CCN(S(=O)(=O)N2CCCCCC2)CC1	35*	-0.7	-13	1.3	1.2	3	4	-1	11	4
COc1ccc(CN(C(=S)Nc2ccccc2)C2CC(=O)N(c3ccccc3)C2=O)cc1 (stereo unspecified)	1	0.1	-3	1.0	1.3	1	-1	-1	-10	-2
Cc1ccc(CN(C(=O)c2csnn2)C(C(=O)NC2CCCC2)c2cccnc2)cc1 (stereo unspecified)	3	0.6	-2	-0.9	-0.7	-6	-8	3	4	0
C/C(=C\c1ccccc1)C(=O)N1CCN(Cc2ccc3c(c2)OCO3)CC1	2	0.3	-2	0.8	2.3	-9	-3	2	-8	-2
CCOC(=O)C1CCN(Cc2c(O)ccc3ccccc23)CC1	-2	-0.1	0	0.2	-0.5	6	-4	0	1	-4
O=C(Cn1c(CO)nc2ccccc21)NC1CCCCCC1	7	0.1	-2	nt	-0.5	-4	0	-3	nt	1
COc1ccc(-c2cn[nH]c2-c2ccc(OCc3ccc(F)cc3)cc2O)cc1OC	9	-0.2	-3	0.1	4.4	1	1	-1	-31	-7
CCC(c1nnnn1CCOC)N(Cc1ccc(C)cc1)Cc1cc2cc(OC)ccc2[nH]c1=O (stereo unspecified)	-3	0.4	5	1.1	2.6	-10	2	1	3	-3
CCCCNC(=O)CSc1nnc(-c2cccc(S(=O)(=O)N3CCOCC3)c2)o1	-11	-0.3	-4	-0.6	-1.1	-9	1	-2	0	2
CC(=O)c1cccc(NC(=O)COC(=O)CCC(=O)c2cccs2)c1	-9	-0.2	1	-1.4	-0.1	-10	2	1	-5	-4
Cc1ccc(OCC(=O)OC2CCCN(C)C2)cc1 (stereo unspecified)	-1	-0.3	-2	0.1	0.2	10	2	0	-1	-3
O=C(/C=C/c1cccc(Cl)c1)OCC(=O)c1ccc[nH]1	-10	0.3	-1	0.8	-1.1	-1	2	-3	nt	1
CCOCCCn1c(C)nc2c(c1=O)c1nc3ccccc3nc1n2-c1ccc(C)cc1	-9	-1.0	-10	nt	-0.2	5	-7	-1	6	-4
Cc1c(Cc2ccccc2)c(=O)n2c([nH]c3ccccc32)c1C#N	-1	-0.6	-2	-0.3	1.1	9	1	0	-1	-8
CN(C)S(=O)(=O)N1CCN(c2cccc(Cl)c2)CC1	-7	0.3	-1	0.1	-0.4	3	-4	0	7	0
CC(=O)N1CCN(C(=O)/C(C#N)=C/c2ccc3c(c2)OCO3)CC1	3	-0.8	-11	2.8	-0.8	-3	-6	-1	2	-1
CCCCN(C)C(=O)c1nc2ccccn2c1CN1CCN(c2cnccn2)CC1	1	-0.3	1	-0.5	-0.4	0	-2	-2	-1	-1
CCCOc1ccc(N2C(=O)CC(N(Cc3ccco3)C(=O)CC)C2=O)cc1 (stereo unspecified)	-2	0.6	-4	-0.4	-1.2	-5	-4	-2	-11	2
CCN(CC)c1ccc(C=C(c2nnnn2-c2ccccc2)c2nnnn2-c2ccccc2)cc1	-221	0.0	-3	-0.1	1.8	-79	-6	-2	-8	4
O=C(OCC(=O)c1ccc(Cl)s1)c1cnccn1	-20	-0.2	-6	1.1	0.6	-30	-6	2	-12	15
CN(c1ccc(C(=O)NC2CCCCC2)cc1)S(=O)(=O)c1ccccc1	-1	0.0	-3	1.5	0.6	17	1	-1	3	0
Cc1cc(F)ccc1S(=O)(=O)Nc1ncnc2sc3c(c12)CCC3	-6	-0.6	-1	1.1	1.1	-3	9	0	-1	1
Cc1ccc(-c2nnn(CC(=O)Nc3cccc4cccnc34)n2)o1	0	-0.8	-2	1.1	1.9	3	-6	-3	-3	-8
Cc1ccc(S(=O)(=O)N2CCCC2C(=O)Nc2cc(C)on2)cc1 (stereo unspecified)	-8	0.2	-1	1.5	-1.4	-4	7	-1	-3	-4
O=C(COC(=O)C12CC3CC(CC(C3)C1)C2)Nc1ccc2[nH]c(=O)[nH]c2c1	-3	-0.5	-1	nt	0.1	2	3	1	-10	1
CC(C)(C)C1CCc2c(C(=O)N/N=C/c3cccs3)csc2C1 (stereo unspecified)	1	-0.6	-3	-0.6	-1.0	3	7	0	-6	1
CC(=O)N(C)c1ccc(NC(=O)Nc2ccc(C)cc2)cc1	6	-0.7	0	-0.1	0.0	-11	-4	-2	1	4
O=C(Nc1ccccc1Cl)c1cccs1	-6	-1.3	-4	0.5	-2.5	26*	2	-2	-7	3
CC(C)Cc1cc(C(=O)NCCN2CCOCC2)no1	-4	-0.1	-2	1.3	0.6	-3	5	-2	-3	2
Cc1cc(SCc2ccc(F)cc2)nc(=O)[nH]1	-23	0.2	-2	-0.9	1.4	-33	3	-2	-2	2

More entries
SMILES	E coli Lon inh	TbMetRS inhib	MsrA act	MsrA inhibitor	LMPTP block	NRP1-CendR mod	SUMO1-SIM PPI	STEP block	Scp1 inh	DNMT1 inh
Cc1ccc(NC(=O)NCc2ccccn2)cc1Cl	-4	-0.3	0	-0.2	-0.5	13	1	1	-2	-1
COc1ccc(NC(=O)C(=O)NNC(=O)COc2ccc(OC)cc2)cc1	-11	-0.3	0	1.0	0.6	12	-2	-2	-6	2
CC(=O)Nc1ccc(/C(C)=N/NC(=O)c2ccc(COc3ccccc3Cl)o2)cc1	-1	0.2	-2	0.8	3.2	6	21	24	104*	21
NC(=O)c1c(/N=C/c2cccnc2)sc2c1CCCC2	4	-0.5	1	0.6	0.3	3	-27	2	-13	-6
Cc1nc2oc(C(=O)c3ccccc3)c(N)c2c2c1COC(C)(C)C2	2	-0.3	-3	1.2	0.3	10	-17	0	-9	-1
Cc1c(-c2ccccc2)[n+](=O)c(-c2ccc(Cl)cc2)c(C)n1[O-]	-4	0.3	-3	0.5	0.0	6	-6	5	-7	0
COc1ccc(NC(=O)OC(CN2CCCCC2)C(F)(F)F)cc1 (stereo unspecified)	-8	-1.1	-5	1.0	-3.6	10	-3	-2	-4	-3
O=C(c1cc2cc(Br)cc(Br)c2oc1=O)N1CCCC1	-8	-0.2	-3	0.9	-2.0	-4	-10	-2	1	2
CCCCn1c(N)c(N(Cc2ccccc2OC)C(=O)c2ccc([N+](=O)[O-])s2)c(=O)[nH]c1=O	-13	-0.4	0	1.9	-0.2	-14	-27	2	-3	-21
Cc1ccccc1NC(=O)C1CCCN(S(=O)(=O)c2ccc3c(c2)C(C)(C)C(=O)N3C)C1 (stereo unspecified)	-5	0.1	-1	0.8	-2.0	-6	-1	-2	-13	0
CC(C(=O)NCCS(=O)(=O)c1ccc(Cl)cc1)S(=O)(=O)c1ccc(Cl)cc1 (stereo unspecified)	-1	-1.5	-7	-0.8	-0.1	15	-5	-5	9	-2
O=C(C[n+]1ccsc1)c1ccccc1	3	0.4	-3	-0.8	-1.9	-8	-1	0	-7	14
CC(C)(C)c1ccc(-c2nnc(SCCC#N)n2C2CCCC2)cc1	2	0.1	0	0.8	3.8	11	2	0	-19	1

4 records picked at random from those above, as already listed:
SMILES	E coli Lon inh	TbMetRS inhib	MsrA act	MsrA inhibitor	LMPTP block	NRP1-CendR mod	SUMO1-SIM PPI	STEP block	Scp1 inh	DNMT1 inh
CC(C)(C)c1ccc(-c2nnc(SCCC#N)n2C2CCCC2)cc1	2	0.1	0	0.8	3.8	11	2	0	-19	1
CC(=O)Nc1ccc(/C(C)=N/NC(=O)c2ccc(COc3ccccc3Cl)o2)cc1	-1	0.2	-2	0.8	3.2	6	21	24	104*	21
NC(=O)c1c(/N=C/c2cccnc2)sc2c1CCCC2	4	-0.5	1	0.6	0.3	3	-27	2	-13	-6
COc1ccc(NC(=O)OC(CN2CCCCC2)C(F)(F)F)cc1 (stereo unspecified)	-8	-1.1	-5	1.0	-3.6	10	-3	-2	-4	-3

Screening results: PubChem BioAssay, several laboratories
